Source: PubChem (National Center for Advancing Translational Sciences (NCATS))
MmCpn inh: Inhibitors of TCP-1 ring complex (TRiC) of Methanococcus maripaludis (MmCpn): qHTS; purified Mm-Cpn ATPase, ADP Transcreener TR-FRET; Potency, µM (series often up to 76.9 µM), for inactives: top-dose activity, negative = inhibition, most hits filed as inhibitors; 330,000 compounds, 0.031% hits; AID 504842, 2011; active = well fitted inhibition curve with a large enough effect; also: potency is read from the fitted curve at half-maximal effect; % is scaled to controls: 0 for no effect and ±100 for the full control effect; nearly all actives have a fitted effect of over 80% in size
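Inhibition of chaperonin ATP hydrolysis is measured as reduced ADP production, detected by competitive TR-FRET in which signal falls with ADP. Final enzyme 25 nM and ATP 10 uM, reacted 30 min at 37°C.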
DRD3 agonist: qHTS of D3 Dopamine Receptor Agonist: qHTS; D3R DiscoveRx beta-arrestin cells, luminescence, 90 min; max activation, %; 410,000 compounds, 0.58% hits; in the data active = max activation above about 30%; also: 0% is about no effect; mostly tested at two doses, the higher about 12 µM
Target sequence (P35462 whole entry, looked up): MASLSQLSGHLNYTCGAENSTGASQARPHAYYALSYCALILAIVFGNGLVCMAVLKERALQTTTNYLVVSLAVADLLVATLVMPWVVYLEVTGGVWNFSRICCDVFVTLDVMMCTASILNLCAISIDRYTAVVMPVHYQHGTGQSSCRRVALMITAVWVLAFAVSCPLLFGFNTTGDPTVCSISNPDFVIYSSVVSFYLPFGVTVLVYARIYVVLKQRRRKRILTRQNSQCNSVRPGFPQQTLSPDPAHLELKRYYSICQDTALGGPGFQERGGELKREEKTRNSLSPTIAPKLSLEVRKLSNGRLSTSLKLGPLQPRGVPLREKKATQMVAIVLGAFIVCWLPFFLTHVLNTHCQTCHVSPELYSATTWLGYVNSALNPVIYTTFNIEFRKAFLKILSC
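Agonist mode: compounds and dopamine controls were applied to plated cells for 90 min at 37 degrees C after an overnight attachment at 1500 cells/well. Luminescent read-out followed 30 - 60 minutes at room temperature with DiscoveRx detection reagent.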
The depositor's hits bear a star; nt = no result given; & = joins results of further samples.

Under each structure: MmCpn inh | DRD3 agonist
1	Cc1nc2ccc(P(=O)(O)O)cc2s1
  -8.5% | nt
2	COc1ccc(CN2CCN(c3ccccc3F)CC2)c(OC)c1
  0.7% | nt
3	Oc1ccc2c3c1O[C@H]1c4[nH]c5ccccc5c4C[C@@]4(O)C(C2)N(CC2CC2)CC[C@]314
  -0.3% | nt
4	CCCCC/C=C\C/C=C\C/C=C\C/C=C\CCCC(=O)Nc1ccc(O)cc1
  -12.6% | nt
5	CN1CC[C@]2(c3cccc(O)c3)Cc3nc4ccccc4cc3C[C@H]2C1
  4.1% | nt
6	CN1C(=O)N(C)C(=O)C2(Cc3cc(N)ccc3N3CCN(c4ccccc4F)CC32)C1=O (stereo not given)
  -14.7% | nt
7	C/C(=N\N1CCCCCC1)c1c(O)n(C)c(=O)n(C)c1=O
  1.1% | nt
8	N[C@@H](Cc1cc(Br)c(O)c(Br)c1)C(=O)O
  -1.8% | nt
9	CCOC(=O)c1ccc(NC(=O)C2C3C=CC(O3)C2C(=O)O)cc1 (stereo not given)
  1.1% | nt
10	COCCNP(=O)(c1ccccc1)c1nc2ccccc2s1 (stereo not given)
  -4.2% | nt
11	CCC(C)C(NC(=O)CCCNC(=O)CCC(=O)OC1O[C@H]2OC3(C)CC[C@H]4[C@H](C)CCC(C1C)C24OO3)C(=O)O (stereo not given in full)
  0.4% | nt
12	CC1CCN(S(=O)(=O)c2ccc(NN=C(C#N)C#N)cc2)CC1
  2.8% | nt
13	Cc1ccc2c(c1)=C/C(=C\c1c(O)[nH]c(=S)[nH]c1=O)C(=O)N=2
  -1.7% | nt
14	Oc1c(Br)cc(Br)cc1Oc1ccc(Br)cc1Br
  0.4% | nt
15	C[C@]12CCC(=O)C[C@H]1CC[C@@H]1[C@@H]2CC[C@]2(C)[C@@H](O)CC[C@@H]12
  -2.0% | nt

Two entries drawn at random from those above:
Under each structure: MmCpn inh | DRD3 agonist
13	Cc1ccc2c(c1)=C/C(=C\c1c(O)[nH]c(=S)[nH]c1=O)C(=O)N=2
  -1.7% | nt
11	CCC(C)C(NC(=O)CCCNC(=O)CCC(=O)OC1O[C@H]2OC3(C)CC[C@H]4[C@H](C)CCC(C1C)C24OO3)C(=O)O (stereo not given in full)
  0.4% | nt

The main list resumes; the 2 compounds before the break are reprinted first.
Under each structure: MmCpn inh | DRD3 agonist
14	Oc1c(Br)cc(Br)cc1Oc1ccc(Br)cc1Br
  0.4% | nt
15	C[C@]12CCC(=O)C[C@H]1CC[C@@H]1[C@@H]2CC[C@]2(C)[C@@H](O)CC[C@@H]12
  -2.0% | nt
16	C=CCN(CC#CCOc1ccccc1OC)CC=C
  -1.1% | nt
17	COc1ccc(-c2csc(NC(=O)COC(=O)Cc3ccccc3)n2)cc1OC
  -3.6% | nt
18	CCCCCCCCCOc1ccc2[nH]cc(CCN)c2c1
  -2.2% | nt
19	O=[N+]([O-])c1cc(F)c(N2CCCC2)cc1N1CCNCC1
  -3.2% | nt
20	COc1ccc(/C=C2/C(=O)NC(=O)N(C3CCCCC3)C2=O)cc1CSc1ccccn1
  -3.1% | nt
21	O=[N+]([O-])c1cc(-c2ccc([As](=O)(O)O)cc2)ccc1[As](=O)(O)O
  3.3% | nt
22	Oc1cccc[c]1[Hg][Cl]
  nt | -30.7
23	Nc1ccc(Cl)cc1
  nt | 7.3
24	CCN(CC)/[N+]([O-])=N/O
  nt | 3.1
25	CC(=O)O[C@H]1C[C@H](O[C@H]2[C@@H](O)C[C@H](O[C@H]3[C@@H](O)C[C@H](O[C@H]4CC[C@@]5(C)[C@H](CC[C@@H]6[C@@H]5C[C@@H](O)[C@]5(C)[C@@H](C7=CC(=O)OC7)CC[C@]65O)C4)O[C@@H]3C)O[C@@H]2C)O[C@H](C)[C@H]1O[C@@H]1O[C@H](CO)[C@@H](O)[C@H](O)[C@H]1O
  nt | 2.8
26	O=C(CS(=O)C(c1ccccc1)c1ccccc1)NO (stereo not given)
  nt | 8.8
27	CC1(C)C(C=C(Cl)Cl)C1C(=O)OC(C#N)c1cccc(Oc2ccccc2)c1 (stereo not given)
  nt | -8.3
28	CCOP(=S)(OCC)SCSc1ccc(Cl)cc1
  nt | 48.0*
29	CCCCCCCCCC(=O)O[C@H]1CC[C@H]2[C@@H]3CCC4=CC(=O)CC[C@@H]4[C@H]3CC[C@]12C
  nt | 7.9
30	CCCCC/C=C\C/C=C\C/C=C\C/C=C\CCCC(=O)NCC(=O)O
  nt | 2.1
31	Nc1nc(N)nc(NC2CC2)n1
  nt | -2.2
32	COC(=O)[C@@H]1[C@H]2CC[C@@H](C[C@H]1OC(=O)c1ccccc1)N2C
  nt | 8.7
33	C#CCOC(C(=O)OCCN(C)C)(c1ccccc1)c1ccccc1
  nt | -17.4
34	O=C(C[C@@H]1NCCC[C@H]1O)Cn1cnc2cc(Br)c(Cl)cc2c1=O
  nt | -8.3
35	FC(F)(F)c1cccc(C2=CCN(CCc3ccc4ccccc4c3)CC2)c1
  nt | -17.8
36	C[C@]12CC[C@H]3[C@@H](CC=C4C[C@@H](O)CC[C@@]43C)[C@@H]1CC[C@@H]2O
  nt | 9.5
37	CCCCCl
  nt | -11.4
38	F/C(COc1ccc2c(c1)[nH]c1ccccc12)=C1/CN2CCC1CC2
  nt | -13.9
39	C[C@]12C/C(=C/O)C(=O)C[C@@H]1CC[C@@H]1[C@@H]2CC[C@@]2(C)[C@H]1CC[C@]2(C)O
  nt | 8.5
40	CCOC(=O)C1=C[C@@H](OC(CC)CC)[C@H](NC(C)=O)[C@@H](N)C1
  nt | 11.3
41	CCC(=O)C(CC(C)N(C)C)(c1ccccc1)c1ccccc1 (stereo not given)
  nt | -26.2
42	Nc1ccc(N)cc1
  nt | -6.8
43	CCCCCCCCCC[N+](C)(C)CCCCCCCCCC
  nt | 0.7
44	O=C(O)c1ccc2[nH]cc(CCCCN3CC=C(c4ccccc4)CC3)c2c1
  nt | 72.6*
45	C=CCN1CC[C@]23CCCC[C@H]2[C@H]1Cc1ccc(O)cc13
  nt | -19.2

Other results.
#	canonical_smiles	MmCpn inh	DRD3 agonist
46	O=C(NC(O)C(Cl)(Cl)Cl)NC(O)C(Cl)(Cl)Cl (stereo not given)	nt	76.7*
47	CCN(CC)CCc1c[nH]c2ccccc12	nt	-7.0
48	O[C@H]1[C@H]2[C@H](O)CCCN2C[C@H]1O	nt	-14.6
49	CC(C)(C)c1cc(O)ccc1O	nt	3.7&2.1
50	Cc1ccc2c(c1)[C@]13CCCC[C@@H]1[C@H](C2)N(C)CC3	nt	6.6
51	CCOCCOC(C)=O	nt	13.4
52	CCC1C(C)=NN=C(c2ccc(OC)c(OC)c2)c2cc(OC)c(OC)cc21 (stereo not given)	nt	10.6
53	CCOC(=O)/C=C(C)/C=C/C[C@@H](C)CCCC(C)C	nt	0.1
54	CNC(C)C(O)c1ccc(O)cc1 (stereo not given)	nt	0.3&2.7
55	O=C(N[C@@H]1N=C(c2ccccc2F)c2cccc3c2N(CC3)C1=O)c1cc2ccccc2[nH]1	nt	-10.6
56	O=C1NCN(c2ccccc2)C12CCN(CC1COc3ccccc3O1)CC2 (stereo not given)	nt	-24.1
57	CCN(CCO)CCn1c(Cc2ccccc2)nc2c1c(=O)n(C)c(=O)n2C	nt	1.7
58	c1cc2c(c(NC3=NCCN3)c1)CCCC2	nt	-4.2
59	C=C[C@H]1CN2CC[C@H]1C[C@H]2[C@H](OC(=O)OCC)c1ccnc2ccc(OC)cc12	nt	-11.1
60	CN1C[C@H](C(=O)N[C@]2(C)O[C@@]3(O)[C@@H]4CCCN4C(=O)[C@H](Cc4ccccc4)N3C2=O)C=C2c3cccc4[nH]cc(c34)C[C@H]21	nt	-10.9
61	COc1ccc2c3c1O[C@H]1[C@@H](O)C=C[C@H]4[C@@H](C2)NCC[C@@]341	nt	-15.1&2.4
62	Cn1cc(C2=C(c3cn(C4CCN(Cc5ccccn5)CC4)c4ccccc34)C(=O)NC2=O)c2ccccc21	nt	-9.3
63	CN1C2CCC1CC(OC(c1ccccc1)c1ccc(Cl)cc1)C2 (stereo not given)	nt	-24.5
64	CC1(C)S[C@@H]2[C@H](N3C(=O)C(c4ccccc4)NC3(C)C)C(=O)N2[C@H]1C(=O)O (stereo not given in full)	nt	-24.8
65	Clc1ccccc1Cl	nt	-3.3
66	COC(=O)[C@]12CCC(C)(C)C[C@H]1[C@H]1C(=O)C=C3[C@@]4(C)C=C(C#N)C(=O)C(C)(C)[C@@H]4CC[C@@]3(C)[C@]1(C)CC2	nt	-20.2
67	C[N+](C)(C)CC(=O)[O-]	nt	1.0
68	COC(=O)[C@H]1[C@@H](OC(=O)c2ccccc2)C[C@@H]2CC[C@H]1N2C	nt	-11.3
69	COc1ccc2[nH]cc(CCN(C(C)C)C(C)C)c2c1	nt	-3.4
70	O=C(O)CCCO	nt	7.1
71	O=C(NC(=O)c1c(F)cccc1F)Nc1ccc(Cl)c(Oc2ncc(C(F)(F)F)cc2Cl)c1	nt	-0.5
72	CC(Cc1ccc2c(c1)OCO2)NO (stereo not given)	nt	-11.8
73	Clc1cccc(SC2CCNCC2)n1	nt	-21.6
74	Clc1ccc2c(c1)C(c1ccccc1)=NCc1nncn1-2	nt	12.0
75	CC(C)(C)c1ccc(O)cc1	nt	-18.5
76	CCN[C@@H](C)Cc1ccccc1	nt	6.1

Five structures from above, ordered by number of heavy atoms, highest first.
#	canonical_smiles	MmCpn inh	DRD3 agonist
60	CN1C[C@H](C(=O)N[C@]2(C)O[C@@]3(O)[C@@H]4CCCN4C(=O)[C@H](Cc4ccccc4)N3C2=O)C=C2c3cccc4[nH]cc(c34)C[C@H]21	nt	-10.9
56	O=C1NCN(c2ccccc2)C12CCN(CC1COc3ccccc3O1)CC2 (stereo not given)	nt	-24.1
5	CN1CC[C@]2(c3cccc(O)c3)Cc3nc4ccccc4cc3C[C@H]2C1	4.1%	nt
14	Oc1c(Br)cc(Br)cc1Oc1ccc(Br)cc1Br	0.4%	nt
47	CCN(CC)CCc1c[nH]c2ccccc12	nt	-7.0

Whole records, quoted from the list. Order of values: MmCpn inh	DRD3 agonist
COc1ccc2[nH]cc(CCN(C(C)C)C(C)C)c2c1 in the list: nt	-3.4
Clc1cccc(SC2CCNCC2)n1 in the list: nt	-21.6
Cn1cc(C2=C(c3cn(C4CCN(Cc5ccccn5)CC4)c4ccccc34)C(=O)NC2=O)c2ccccc21 in the list: nt	-9.3
c1cc2c(c(NC3=NCCN3)c1)CCCC2 in the list: nt	-4.2
CCC(C)C(NC(=O)CCCNC(=O)CCC(=O)OC1O[C@H]2OC3(C)CC[C@H]4[C@H](C)CCC(C1C)C24OO3)C(=O)O (stereo not given in full) in the list: 0.4%	nt

An excerpt; count on the stated rates, not on these rows.
